DRD3 antagonist – D3 dopamine receptor (human) antagonism; P35462; D3R cells, DiscoveRx beta-arrestin luminescence, antagonist mode; active compounds read low; max response, negative = inhibition, %; 360,000 tested, 2.5% active; in the data active = max response below about -50%; inconclusive = no clear call, values can overlap the other calls; also: % is scaled to controls: 0 for no effect and ±100 for the full control effect; mostly tested at two doses, the higher about 12 µM
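Cells expressing the human receptor were seeded at 1500 cells/well, incubated overnight at 37 degrees C in 5% CO2, then exposed to library compounds with dopamine controls for 90 minutes at 37 degrees C before luminescent detection.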
pAkt inh – Akt phosphorylation inhibition | Neuro2A IGF-stimulated pAkt S473 HTRF, 20 min; active compounds read low | activity change, % for hits at 50 µM | 360,000 tested, 0.32% active | AID 651550; in the data active = activity change below about -80%; inconclusive = mostly about -51% to -80%; also: % is scaled to controls: 0 for no effect and ±100 for the full control effect
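Neuro2A cells (4,500/well, DMEM with 0.5% FBS) were treated with compound at a single 50 µM final concentration, stimulated with 6 nM IGF for 20 min at 37 °C, and lysed. Phospho-Akt Ser473 was read by HTRF as 665/615 ratio ×10^4.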
GLP-1R inv ag – inverse agonists of human GLP-1 receptor. 410,000 tested, 1.6% active. AID 624417. Potency, µM (series often up to 38.3 µM), inactives show at the highest dose activity change, negative = inhibition, actives largely listed as inhibitors. HEK293 GLP-1R CRE-luciferase, luminescence, 24 h; GLP-1R form is constitutively active; also: potency is read from the fitted curve at half-maximal effect; % is scaled to controls: 0 for no effect and ±100 for the full control effect; nearly all actives have a fitted effect of over 55% in size
Target sequence (P43220 whole entry, looked up): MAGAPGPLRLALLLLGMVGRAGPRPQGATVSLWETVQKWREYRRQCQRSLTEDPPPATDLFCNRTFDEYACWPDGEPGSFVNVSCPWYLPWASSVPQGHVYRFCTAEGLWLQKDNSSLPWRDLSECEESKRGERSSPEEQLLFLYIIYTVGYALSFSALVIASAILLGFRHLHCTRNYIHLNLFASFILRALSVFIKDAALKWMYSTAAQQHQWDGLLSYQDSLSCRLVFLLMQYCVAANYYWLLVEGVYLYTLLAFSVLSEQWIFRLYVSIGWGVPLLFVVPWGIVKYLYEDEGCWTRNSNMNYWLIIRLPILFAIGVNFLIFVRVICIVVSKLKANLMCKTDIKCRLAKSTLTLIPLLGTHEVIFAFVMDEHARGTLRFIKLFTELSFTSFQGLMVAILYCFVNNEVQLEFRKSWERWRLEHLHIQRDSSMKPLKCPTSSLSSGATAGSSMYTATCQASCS
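Stable HEK293 clone (constitutively active GLP-1R + cAMP-response luciferase); 200 cells/uL plated, 12 h pre-culture, compound 24 hr, 37 deg C/5% CO2; detection reagent 12 min RT; luminescence.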
FUS yeast rescue – suppressors of FUS proteinopathy in yeast; 390,000 tested, 0.24% active; AID 1347120; S. cerevisiae FUS-expressing, growth rescue, OD600, 24 h; Potency, µM (titrated, usually from 76.6 µM), for inactives: at the top dose growth rescue (activation), most hits filed as activators;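 also: potency is read from the fitted curve at half-maximal effect; plate controls were DMSO vehicle for no effect and reference control for full effect; nearly all actives have a fitted effect of over 55% in size; some results filed as inactive show a strong effect at the top dose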
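Cultures pregrown in 2.5% raffinose medium are shifted to minimal medium containing 2% galactose to express toxic FUS. Compounds are tested at several concentrations. After 24hr at 30C, growth is quantified at 600 nm absorbance.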
aSyn rescue – alpha-synuclein toxicity inhibition in yeast; Yeast expressing alpha-synuclein, growth rescue, BacTiter-Glo, 24 h; Potency, µM (top dose mostly 46.1 µM), for inactives: at the highest dose growth rescue (activation), most hits filed as activators; 370,000 tested, 0.14% active; AID 652106; also: potency is read from the fitted curve at half-maximal effect; % of control where 0% means no effect; nearly all actives have a fitted effect of over 65% in size
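Readout is rescue of growth in alpha-synuclein-expressing yeast, so inhibitors of toxicity appear as activators. Growth after 24 hr at 30 deg C in galactose medium is quantified by luminescence.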
Abeta rescue – A-beta toxicity reversal in yeast; yeast expressing A-beta42, growth rescue, OD600, 48 h; response scale: 0% DMSO, 100% iron-clioquinol control; Potency, µM (highest dose often 46.1 µM), for inactives: at the highest dose growth rescue, hits mostly activators; 410,000 tested, 0.063% active; AID 1347071; also: potency is read from the fitted curve at half-maximal effect; nearly all actives have a fitted effect of over 55% in size
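Yeast A-beta toxicity model in growth medium with pinned compounds, 48 h at 30 C; growth read as absorbance at 600 nm. Normalized to FeCl3/clioquinol equimolar mix (positive) and DMSO (negative).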
PTHR1 ag – activates the human parathyroid hormone receptor PTHR1 | AID 743266 | Q03431 | 410,000 tested, 0.075% active | HEK293 GP2 PTHR1 cells, GloSensor cAMP luminescence, 1 h | Potency, µM (doses to about 115 µM), for the others: at the top dose activation, usual class: activators; also: potency is read from the fitted curve at half-maximal effect; nearly all actives have a fitted effect of over 55% in size; some results filed as inactive show a strong effect at the top dose; inactives centre near -15; many of its hits are not listed in these tables
Target sequence (Q03431 whole entry, looked up): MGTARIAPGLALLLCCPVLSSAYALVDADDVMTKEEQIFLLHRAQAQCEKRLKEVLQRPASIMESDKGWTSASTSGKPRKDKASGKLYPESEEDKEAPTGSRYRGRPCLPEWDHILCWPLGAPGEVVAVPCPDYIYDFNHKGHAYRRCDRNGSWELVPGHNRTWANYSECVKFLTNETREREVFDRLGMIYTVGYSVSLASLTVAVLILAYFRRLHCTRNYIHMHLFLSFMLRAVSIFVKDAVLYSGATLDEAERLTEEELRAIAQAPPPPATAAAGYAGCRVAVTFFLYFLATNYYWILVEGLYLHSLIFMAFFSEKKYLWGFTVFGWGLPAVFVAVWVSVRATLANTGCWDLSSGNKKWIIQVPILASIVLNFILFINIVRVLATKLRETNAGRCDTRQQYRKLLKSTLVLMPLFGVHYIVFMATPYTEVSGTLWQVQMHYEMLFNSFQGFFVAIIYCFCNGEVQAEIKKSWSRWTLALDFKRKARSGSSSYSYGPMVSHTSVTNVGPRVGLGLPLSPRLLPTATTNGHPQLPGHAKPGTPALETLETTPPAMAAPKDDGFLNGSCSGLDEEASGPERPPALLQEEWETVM
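HEK-293-derived GP2 cells expressing PTHR1 and a GloSensor cAMP reporter, 3,000/well, plated overnight, given luciferin plus IBMX (each 0.5 mM as added) for 1 h at 37 °C, then compound for 1 h at 37 °C. Luminescence was read after 15 min at room temperature.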
GLP-1R agonist – agonists of human GLP-1 receptor. P43220. HEK293 GLP-1R CRE-luciferase, luminescence, 4-6 h; cells express a hypersensitive GLP-1R form. Potency, µM (series often up to 45.6 µM), without a hit: at the highest dose activation, usual class: activators. 380,000 tested, 0.007% active; also: potency is read from the fitted curve at half-maximal effect; % of control where 0% means no effect
TDP43 rescue – rescues yeast growth from TDP-43 toxicity | TDP-43 expressing yeast growth rescue, BacTiter-Glo, 24 h | Potency, µM (titrated, usually from 46.1 µM), for inactives: at the top dose growth rescue (activation), actives largely listed as activators | 410,000 tested, 1.8% active | AID 652104; also: potency is read from the fitted curve at half-maximal effect; % of control where 0% means no effect; nearly all actives have a fitted effect of over 50% in size
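Yeast cells expressing TDP-43 under galactose induction are exposed to compounds for 24 hr at 30 deg C. BacTiter-Glo luminescence measures growth, so protective compounds score as activators.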
The depositor's hits bear a star; i = inactive; ? = inconclusive; · = not tested or not shown; & = joins results of further samples; [ ] = remark or other dose. Unless noted, calls follow the shape of the dose curve; as a rule, active = well fitted curve in the direction sought with a large enough effect; inconclusive = small, poorly fitted or top-dose-only effect, or another doubt; inactive = no such curve, though single readings can be large; an effect the other way counts as inactive or inconclusive. The list is partial; count on the stated rates, not on these rows.

SMILES	DRD3 antagonist	pAkt inh	GLP-1R inv ag	FUS yeast rescue	aSyn rescue	Abeta rescue	PTHR1 ag	GLP-1R agonist	TDP43 rescue
CCCN(CCC)CCCNc1ccc(C(=O)Nc2cccc(OC)c2)cc1[N+](=O)[O-]	10.4	i	-0.3%[0.307 µM]	11.1%	7.4%	2.2%	i	9.5%	7.3%
Cc1cc(C)c(NC(=S)NC(=O)c2ccccc2)cc1C	-1.9	i	?	17.5%	1.3%	0.1%	-46.5%[inhibitor]	16.9%	?
NC(=O)c1nsc(C(=O)N(c2ccccc2)C(C(=O)NCc2ccc(F)cc2)c2ccco2)c1N (stereo not given)	12.2	i	-23.0%	-12.0%	0.4%	6.0%	-23.3%	12.3%	7.5%
O=c1[nH]c2ccc(S(=O)(=O)N3CCCCC3)cc2o1	14.3	i	0.0%	9.2%	1.7%	9.8%	-21.8%[57.5 µM]	-8.7%	-5.0%
Cc1ccc(F)c(S(=O)(=O)NC(=O)C2(C)CCN2C(=O)CCc2cccs2)c1 (stereo not given)	-4.7	i	-4.2%	-8.7%	-1.0%	-15.5%	-21.8%	-6.2%	14.6%
COc1cc2c(=O)n(CCC(=O)NCC3CCCO3)c(=O)n(CC(=O)Nc3ccc(C)c(C)c3)c2cc1OC (stereo not given)	1.4	i	7.9%&3.5%	40.9%&14.6%	3.6%	0.3%&-3.8%	-18.2%	11.8%	-3.5%&17.7%
CC(C)CNC(=O)CC(c1ccccc1)c1ccccc1	4.6	i	-15.4%	8.3%	1.4%	0.9%	i	-1.1%	19.6%
c1ccc(Cc2nnc(N3CCCCC3)c3ccccc23)cc1	2.1	i	?	2.3%	1.2%	12.5%	7.6%	19.0%	7.1%[9.22 µM]
Cc1cc(Br)cc(C)c1NC(=S)NC(=O)CC(C)C	7.9	i	?	19.1%	1.1%	?	-4.1%[57.5 µM]	-8.0%	-6.7%
CCC1CC(/C(C)=N/NC(N)=O)OC1=O (stereo not given)	16.7	i	1.3%	-4.6%	1.3%	12.3%	i	5.6%	-5.3%
Cc1ccc(S(=O)(=O)N2CCN(C(=O)COC(=O)CCOc3cc(C)ccc3C)CC2)c(C)c1	12.2	i	-9.1%	·	10.4%	?	-31.8%[inhibitor]	-7.2%	1.5%
O=c1[nH]c2cc(NCCO)c([N+](=O)[O-])cc2[nH]1	-17.4	i	65.5%[activator]	-27.0%	-12.2%	1.3%	-16.1%	6.3%	-4.3%
Cc1ccc(O)c(C(=O)c2coc(=N)c(C(=O)NC(C)C)c2)c1	-10.6	i	34.7%[activator]	27.3%	0.4%	1.7%	-8.3%[57.5 µM]	-2.2%	-18.4%
Cc1ccc(CNS(=O)(=O)c2c(C)n(C)c(=O)n(C)c2=O)cc1	5.3	i	21.7%	7.0%	-1.2%	0.8%	i	4.4%	-21.5%
C[C@@H](C(=O)NCc1ccc(S(C)(=O)=O)cc1)[C@@H]1C[C@@]1(C)[C@@H](NC(=O)OCc1ccccc1)c1ccccc1	25.3	i	-11.3%	18.2%	0.0%	9.4%	i	1.4%	8.9%

Structural class, the entries above containing a halogen
SMILES	DRD3 antagonist	pAkt inh	GLP-1R inv ag	FUS yeast rescue	aSyn rescue	Abeta rescue	PTHR1 ag	GLP-1R agonist	TDP43 rescue
NC(=O)c1nsc(C(=O)N(c2ccccc2)C(C(=O)NCc2ccc(F)cc2)c2ccco2)c1N (stereo not given)	12.2	i	-23.0%	-12.0%	0.4%	6.0%	-23.3%	12.3%	7.5%
Cc1ccc(F)c(S(=O)(=O)NC(=O)C2(C)CCN2C(=O)CCc2cccs2)c1 (stereo not given)	-4.7	i	-4.2%	-8.7%	-1.0%	-15.5%	-21.8%	-6.2%	14.6%
Cc1cc(Br)cc(C)c1NC(=S)NC(=O)CC(C)C	7.9	i	?	19.1%	1.1%	?	-4.1%[57.5 µM]	-8.0%	-6.7%

Remaining list, next part:
SMILES	DRD3 antagonist	pAkt inh	GLP-1R inv ag	FUS yeast rescue	aSyn rescue	Abeta rescue	PTHR1 ag	GLP-1R agonist	TDP43 rescue
C/C(=N\NC(=O)CCC(=O)O)c1c(-c2ccccc2)c2cc(Br)ccc2[nH]c1=O	1.5	i	0.2%	6.9%	-7.2%	12.4%	-20.1%	1.3%	-0.4%
Cc1ccc(CNC(=O)c2cccc(Nc3nc4ccccc4n4nnnc34)c2)cc1	·	·	21.4%	-7.7%	·	-10.4%	-1.4%	·	12.9%
CCN1C(=O)C(CC(=O)Nc2ccc(OC)cc2)N(Cc2ccc3c(c2)OCO3)C1=S (stereo not given)	3.8	i	?	3.4%	0.5%	6.2%	-0.9%	15.8%	8.5%
CC(=O)c1cc(Cl)ccc1OC(=O)c1ccco1	9.2	i	33.0%[activator]	1.1%	14.9%	-9.6%	-9.8%[57.5 µM]	0.1%	-1.5%
COC(=O)C1=C(C)NC(=S)NC1c1ccc(OC(=O)c2ccco2)cc1 (stereo not given)	-23.6	i	19.7%	22.4%	-3.3%	-7.4%	i	0.0%	-7.8%
O=C(OC1CCOC1=O)c1ccc2ccccc2n1 (stereo not given)	4.4	·	-4.3%	-0.8%	-0.3%	7.1%	i	-2.6%	-10.8%
CCCCNCc1cc(Cl)c(OCCC)c(OCC)c1	?	i	?	31.5%	-1.5%	6.2%	i	-3.0%	-17.0%
COC(=O)c1ccc(Cn2nc(-c3ccccc3)ccc2=O)cc1	8.2	i	68.0%[activator]	?	21.0%	15.4%	i	27.1%	15.8%
O=c1cc(O)nc(SCc2ccc(Cl)cc2)[nH]1	-17.4	i	-1.0%	43.8%	4.7%	6.5%	i	-2.9%	3.9%
O=C(CSc1nc2c(cnn2-c2ccccc2)c(=O)[nH]1)c1ccc(Cl)cc1	-12.5	i	2.2%	32.8%	5.4%	-1.1%	i	-0.3%	-16.3%
COCCn1c(=N)c(C(=O)NCC2CCCO2)cc2c(=O)n3ccccc3nc21 (stereo not given)	·	·	10.7%	7.8%	·	1.8%	-33.2%	0.9%	16.1%
CCC1(c2ccccc2)NC(=O)N(CC(=O)Nc2cc(S(=O)(=O)N3CCCCC3)ccc2OC(C)C)C1=O (stereo not given)	0.7	i	?	?	-0.9%	-12.1%	i	8.7%	-25.6%
Cc1ccc(C(=O)NCCc2c[nH]c3ccccc23)s1	7.1	i	?	-12.0%	2.0%	11.2%	-41.5%	15.0%	-7.5%
Cc1ccc(C(=O)c2ccccc2C(=O)OCC(=O)N2CC(C)CC(C)C2)cc1 (stereo not given)	9.1	i	?	31.2%	13.0%	7.3%	-11.6%	11.6%	22.6%
CCN1CCN(C(CNS(=O)(=O)c2ccc(Br)cc2)c2cccnc2)CC1 (stereo not given)	-9.2	i	0.1%	-2.5%	1.1%	1.7%	i	-1.3%	15.0%
O=C(c1ccc2c(c1)OCO2)C1CCCN(Cc2cn[nH]c2-c2ccccc2)C1 (stereo not given)	-12.9	i	?	-8.9%	0.7%	-6.5%	-72.4%[inhibitor]	3.7%	-11.1%
Cc1cccc(C(=O)N2CCN=C2SCc2ccc([N+](=O)[O-])cc2)c1	6.3	i	?	-9.2%	4.1%	-15.1%	-37.9%[inhibitor]	4.2%	10µM*
C[C@H](CO)N1C[C@H](C)[C@@H](CN(C)CC2CCCCC2)Oc2c(NS(=O)(=O)c3ccc(F)cc3)cccc2C1=O	10.1	i	14.0%	28.9%	-2.3%	-12.2%	i	-1.8%	18.8%
Cc1ccc(N(O)C(=O)NCCCCNC(=O)N(O)c2ccc(C)cc2)cc1	4.5	i	2.9%	21.5%	-2.3%	-2.0%	-16.9%	15.0%	1.9%
Cc1ccc(N2C(=O)NC(C(F)(F)F)(C(F)(F)F)C3=C2CC(C)(C)CC3=O)cc1	8.0	i	0.0%	·	-12.8%	-3.3%	i	-6.4%	5.2%
NC(=O)c1cccc(-c2csc(C(O)c3ccccc3)n2)c1 (stereo not given)	9.4	i	-9.0%	0.6%	0.2%	-1.4%	-2.1%	6.3%	8.2%
CC(C)(C)c1ccc(-n2ncc3c2CCCC3NC(=O)CCC2=NNC(=O)CC2)cc1 (stereo not given)	12.9	i	-27.1%	24.2%	1.6%	4.0%	-56.7%[inhibitor]	0.3%	8.4%
Cc1ccc(S(=O)(=O)N2[C@H](c3ccccc3)CC(=O)[C@@H]3CN(S(=O)(=O)c4ccccc4C)[C@H](c4ccccc4)C[C@@H]32)cc1	25.5	i	-0.3%	25.6%	0.1%	-2.1%	-20.7%	9.4%	28.1%
Cc1ccc(C(=O)N2CCN(c3ncccn3)CC2)c(C)c1	0.7	i	10.0%	-6.1%	5.0%	18.6%	-9.1%	7.6%	13.0%
O=C(Nc1ccc(F)c(Cl)c1)C1Cc2c(-c3ccccc3Oc3ccccc3)ccnc2O1 (stereo not given)	11.5	i	?	34.8%	-1.9%	-0.5%	-34.4%[inhibitor]	-7.3%	0.0%
CCC1CCCCN1c1nc(-c2cccc(OC)c2O)nc2ccccc12 (stereo not given)	28.1	i	?	32.4%	18.7%	-4.2%	-38.1%[inhibitor][57.5 µM]	4.1%	?
Cc1cc(C(=O)NCC(=O)Nc2c(C)cccc2C)c2ccccc2n1	0.5	i	4.8%	1.9%	-8.9%	-12.7%	i	-1.5%	5.7%
CC1=CC(C)(C)N2C(=O)C3(N=C(N)NC(Nc4ccccc4)=N3)c3cc(C)cc1c32 (stereo not given)	-2.6	i	3.55µM*	19.5%	3.4%	15.5%	i	-0.2%	2.9%
CCN(CC)S(=O)(=O)c1cccc(C(=O)Nc2sc3c(c2C(N)=O)CCCC3)c1	20.1	i	0.0%	23.5%	-0.5%	1.1%	i	-5.9%	-14.2%
CCOC(=O)C1CCCN(C(=O)c2ccc(NS(=O)(=O)c3ccc4[nH]c(=O)[nH]c4c3)cc2)C1 (stereo not given)	-0.2	i	16.6%	-1.7%	-2.2%	-5.4%	-58.5%[inhibitor]	-1.4%	-19.4%

Screening data deposited in PubChem BioAssay by National Center for Advancing Translational Sciences (NCATS).
